HSF1 activator: increases HSF-1 driven luciferase reporter signal | NIH3T3-HGL HSF-1 luciferase reporter, MG132, 8 h; 100% = twice DMSO control signal | hit rate 1.7% among 300,000 | activation, % at 9 µM | AID 504408;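 active means mean replicate activation of at least 50% with a set share of replicates each reaching 50%; inconclusive means only one of those two conditions met; inactive means mean below 50% and too few replicates reaching it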;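 further: 0% = median of the neutral control wells and 100% = twice that signal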
aSyn UTR inh: 5' untranslated region of α-synuclein, MLPCN primary screen. alpha-synuclein 5'UTR reporter, inhibitor activity. inhibition, % (tested at 7.5 µM). hit rate 0.82% among 300,000. AID 1813; in the data active means inhibition above about 60%; inconclusive means no clear call, values can overlap the other calls;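 further: H4 neuroglioblastoma cells stably carrying SNCA 5'UTR luciferase fusion; 0% = DMSO wells and 100% = positive control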
GSK3A inh: human GSK-3 alpha kinase inhibition; P49840; ADP-Glo luminescence, 60 min; inhibition, % at 10 µM; hit rate 0.1% among 320,000;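 in the data active means inhibition above about 50%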;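 further: GST-tagged GSK-3 alpha with peptide substrate and 25 µM ATP; 0% = DMSO neutral wells and 100% = GW8510 positive control wells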
Target sequence (P49840 whole entry, looked up): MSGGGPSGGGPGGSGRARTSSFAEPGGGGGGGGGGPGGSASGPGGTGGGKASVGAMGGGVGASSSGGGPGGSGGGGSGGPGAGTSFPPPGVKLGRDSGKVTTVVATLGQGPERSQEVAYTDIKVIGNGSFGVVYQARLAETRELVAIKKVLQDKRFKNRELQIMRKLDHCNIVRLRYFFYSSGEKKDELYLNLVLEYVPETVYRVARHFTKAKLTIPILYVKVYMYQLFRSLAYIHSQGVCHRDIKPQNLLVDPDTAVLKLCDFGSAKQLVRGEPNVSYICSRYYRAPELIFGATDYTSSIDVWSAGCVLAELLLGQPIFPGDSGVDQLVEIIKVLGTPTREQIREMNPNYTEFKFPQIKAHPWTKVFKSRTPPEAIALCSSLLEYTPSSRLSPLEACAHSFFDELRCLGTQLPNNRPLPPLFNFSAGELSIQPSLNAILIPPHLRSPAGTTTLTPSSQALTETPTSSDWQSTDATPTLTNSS
GSK3beta inhib: inhibitors of human GSK3beta kinase; hit rate 0.038% among 300,000; P49841; activity score (negative = inhibition), % at 10 µM; GST-GSK3beta kinase, ADP-Glo luminescence, 60 min; active compounds read low; AID 2097;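 active means more than half of replicate wells score below -50%, meaning over 50% inhibition versus plate controls; inconclusive means some replicates but at most half score below -50%; inactive means no replicate scores below -50%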;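 further: 0% = median DMSO wells and -100% = median GW8510 positive control wells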
Target sequence (P49841 whole entry, looked up): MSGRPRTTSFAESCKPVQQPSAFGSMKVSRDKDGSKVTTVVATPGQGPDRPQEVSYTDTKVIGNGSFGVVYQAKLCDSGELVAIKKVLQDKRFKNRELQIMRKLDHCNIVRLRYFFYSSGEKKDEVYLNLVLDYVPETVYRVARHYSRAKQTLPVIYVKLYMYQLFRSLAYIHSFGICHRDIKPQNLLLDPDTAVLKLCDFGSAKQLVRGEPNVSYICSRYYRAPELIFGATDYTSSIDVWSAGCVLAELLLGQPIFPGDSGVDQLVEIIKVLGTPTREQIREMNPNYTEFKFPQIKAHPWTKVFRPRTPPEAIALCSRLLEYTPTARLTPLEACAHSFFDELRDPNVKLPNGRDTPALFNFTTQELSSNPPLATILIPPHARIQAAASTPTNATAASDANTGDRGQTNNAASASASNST
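Test system: GST-tagged human GSK3beta kinase, cell-free; evaluation: activity score scaled between in-plate DMSO and GW8510 controls; measured by: ADP-Glo luminescence; incubation: 60 min reaction, RT; benchmarks: DMSO and 20 µM GW8510; reagent: peptide substrate plus 25 µM ATP (final); medium: Tris/MgCl2 kinase buffer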
KLF5 inhibitor: suppresses KLF5 promoter-driven expression; DLD-1 KLF5 promoter-luciferase reporter, luminescence; inhibition, % at 5 µM; hit rate 0.23% among 290,000; AID 1700;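 active means inhibition above a per-plate limit of that plate's mean compound inhibition plus 3 SD, cut at about 60% in these data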;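 further: 0% = DMSO wells and 100% = LY294002 at 200 µM; higher means less KLF5 promoter-driven luciferase light; inactives centre near -14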
IEC-6 tox: counter-screen for KLF5 inhibitors: cytotoxicity in IEC-6 cells; AID 1825; inhibition, % at 5 µM; hit rate 0.78% among 290,000; IEC-6 cytotoxicity, luminescence viability; in the data active means inhibition above about 22%;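 further: 0% = plate median of test compound wells and 100% = cytotoxic reference compound wells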
AI-2 QS mod: modulators of Vibrio harveyi AI-2 quorum sensing system; Vibrio harveyi JMH597 AI-2 luminescence/OD600 ratio, 9 h; active compounds read low; strain lacks LuxN and CqsS sensors; 0 = neutral-control median; activity change, % at 7.5 µM; hit rate 0.4% among 300,000; AID 2094; in the data active means activity change below about -75%, passing the limit was not always enough; inconclusive means no clear call, values can overlap the other calls;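 further: luminescence divided by OD600 gain over 9 h not by final OD600 alone; inactives centre near 13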
HSF1 inh: HSF1 inhibition; NIH3T3-HGL HSE-luciferase, MG132-induced, luminescence 8 h; active compounds read low; activity change, negative = inhibition, % at 7.5 µM (by protocol); hit rate 0.77% among 300,000; AID 2098;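 active means more than half of replicate wells show activity change below -50%, luminescence cut by over half; inconclusive means some wells, but at most half, below -50%; inactive means no replicate well below -50%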;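 further: luciferase reports HSF-1 transcriptional activity via heat shock element; 0% = median of DMSO wells and -100% = zero luminescence signal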
HIF act: HIF pathway transcriptional activation; U2OS HRE-luciferase reporter, luminescence; normalized: DMSO 0%, desferrioxamine 100%; activation, % at 7.5 µM (by protocol); hit rate 0.32% among 300,000;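 active means mean activation of at least 10% of the iron chelator positive control signal, with at least half of replicates also reaching 10%; inconclusive means mean and replicate majority disagree about reaching 10%; inactive means mean and most replicates under 10%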
HSP90 refold inh: HSP90 refolding inhibition in rabbit reticulocyte lysate; luciferase refolding luminescence, 3 h; inhibition, % at 5.6 µM; hit rate 0.91% among 290,000;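 active means inhibition above the screen-wide mean plus 3 SD, computed separately per campaign, cut at about 16% in these data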;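 further: 0% = DMSO wells and 100% = 60 µM geldanamycin wells; inhibitors lower the luminescence because luciferase stays unfolded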
The depositor's hits bear a star; ? = inconclusive; . = no result given.

SMILES	HSF1 activator	aSyn UTR inh	GSK3A inh	GSK3beta inhib	KLF5 inhibitor	IEC-6 tox	AI-2 QS mod	HSF1 inh	HIF act	HSP90 refold inh
Cn1cc(CCC(=O)NCc2ccc(Cl)cc2)c2ccccc21	4	-1	-1	0	-50	0	26	-4	-0.2	-3
O=C(NCc1cccc(CNC(=O)C(=O)NCc2ccco2)c1)C(=O)NCc1ccco1	42	17	-1	-1	-3	2	29	15	0.1	2
COC(=O)c1cc(S(=O)(=O)N2CCCC(C)C2)c[nH]1 (stereo unspecified)	14	28	0	-25	2	-7	.	3	0.1	-6
COc1ccc(S(=O)(=O)NCCN2CCOCC2)c(C)c1C	4	-3	-2	.	2	-2	.	-7	-1.3	-1
COCc1nnc(NC(=O)CSc2ccc(C)cc2)s1	5	1	-3	5	-34	4	4	-5	0.6	1
O=C(NC(=S)Nc1cccc2cccnc12)c1cccs1	156*	-63	-1	1	-55	7	11	109	0.5	3
O=C(Nc1cccc(-c2nc3ncccc3o2)c1)c1ccco1	-12	-73	3	-2	-12	-1	-4	-1	0.8	6
Cc1c(C(=O)N2CCN(c3ccc(F)cc3)CC2)sc2ncnc(N3CCN(c4ccccn4)CC3)c12	28	22	-1	2	2	8	23	-7	-0.6	1
COc1ccc(CN(CC2CCCO2)C(=O)c2cc3sccc3n2C)c(OC)c1 (stereo unspecified)	1	0	1	2	-8	-6	12	3	-0.2	-5
COc1ccccc1C(=O)COC(=O)Cn1c(C)csc1=O	2	7	-2	-2	.	.	12	1	0.2	.
Cn1c(=O)c2c(-c3ccccc3)n(CCCN3CCOCC3)cc2n(C)c1=O	-3	-5	2	5	-29	-3	4	7	-0.2	1
OC(c1nc2ccccc2[nH]1)C(O)c1nc2ccccc2[nH]1 (stereo unspecified)	-1	19	-2	-2	-22	-1	-2	-4	0.2	-1
Cc1ccc(C(=O)NC(C)c2ccc(C)c(C)c2)s1 (stereo unspecified)	29	-2	1	0	.	.	21	1	-0.6	.
COc1ccc(NC(=O)CSc2nnc(Cc3cccs3)n2-c2ccc(C)cc2)cc1	10	15	-1	.	7	0	.	-7	-0.1	9
COc1ccc(-c2ccc(CNCc3ccccn3)o2)cc1Cl	7	10	-8	5	-52	-2	13	5	0.3	-2
CC(=O)c1cccc(NC(=O)CN2CCc3cc4c(cc3C2C)OCCCO4)c1 (stereo unspecified)	-6	-5	0	0	-21	-2	.	1	-0.3	-4
Cc1cc([N+](=O)[O-])ccc1NC(=O)c1cccc(NC(=O)C(C)C)c1	58*	-99	-1	-2	-48	4	7	21	1.4	-2
Cc1ccc(C(=O)N2CCN(C(=O)CN3CCOCC3)C2)cc1	7	4	-4	1	-11	-1	5	-1	-0.1	1
Cc1cc(C)c(NC(=O)C2CCCO2)c(C)c1 (stereo unspecified)	3	-24	-1	5	.	.	10	3	0.2	.
N/C(CSc1nc(-c2ccccc2)c(-c2ccccc2)o1)=N\O	0	14	-4	0	6	0	-12	-4	-7.1	3

By substructure, those above with four or more nitrogen atoms.
SMILES	HSF1 activator	aSyn UTR inh	GSK3A inh	GSK3beta inhib	KLF5 inhibitor	IEC-6 tox	AI-2 QS mod	HSF1 inh	HIF act	HSP90 refold inh
O=C(NCc1cccc(CNC(=O)C(=O)NCc2ccco2)c1)C(=O)NCc1ccco1	42	17	-1	-1	-3	2	29	15	0.1	2
Cc1c(C(=O)N2CCN(c3ccc(F)cc3)CC2)sc2ncnc(N3CCN(c4ccccn4)CC3)c12	28	22	-1	2	2	8	23	-7	-0.6	1
Cn1c(=O)c2c(-c3ccccc3)n(CCCN3CCOCC3)cc2n(C)c1=O	-3	-5	2	5	-29	-3	4	7	-0.2	1
OC(c1nc2ccccc2[nH]1)C(O)c1nc2ccccc2[nH]1 (stereo unspecified)	-1	19	-2	-2	-22	-1	-2	-4	0.2	-1
COc1ccc(NC(=O)CSc2nnc(Cc3cccs3)n2-c2ccc(C)cc2)cc1	10	15	-1	.	7	0	.	-7	-0.1	9

Going on with the list:
SMILES	HSF1 activator	aSyn UTR inh	GSK3A inh	GSK3beta inhib	KLF5 inhibitor	IEC-6 tox	AI-2 QS mod	HSF1 inh	HIF act	HSP90 refold inh
O=C(Nc1ccc([N+](=O)[O-])cc1)Nn1cnnc1	8	1	-1	2	-15	0	23	-2	-0.7	4
O=C1c2ccc(Br)cc2C(=O)N1c1ccc(Cl)cn1	-7	-5	-2	0	-5	6	-14	-4	1.9	8
COc1ccc(C)cc1NC(=O)CN1C(=O)CSc2ccc(S(=O)(=O)N3CCCC3)cc21	19	16	-3	3	-26	-10	18	-11	-0.1	-2
O=C(NC(=S)Nc1ccc2c(c1)OCCO2)c1cccc2ccccc12	-21	-82	-5	1	-3	-1	8	-3	0.5	-2
Cc1ccc(S(=O)(=O)NNC(=S)Nc2c(Cl)cccc2Cl)cc1	10	6	-3	-4	-23	0	23	6	-0.1	2
Cc1ccc(NS(=O)(=O)c2ccc3c(c2)NC(=O)CO3)cc1Cl	-6	18	-1	-5	-31	10	.	5	0.4	-3
CC(=O)Nc1ccc(N(C(=O)c2cnccn2)C(C(=O)NC2CCCCC2)c2ccc(F)cc2)cc1 (stereo unspecified)	-11	3	-2	0	11	-2	-18	-9	-0.2	-1
COc1ccc(/C=N/NC(=O)c2c(C)nc3ccccn23)cc1[N+](=O)[O-]	-1	-39	2	-3	-27	3	-6	-5	-0.6	6
O=C(COc1cc(Cl)ccc1Cl)Nc1nnc(CC(=O)N2CCOCC2)s1	.	.	-1	.	-2	1	.	.	.	9
CCOC(=O)c1[nH]c2ccccc2c1NC(=O)c1ccc(S(=O)(=O)N2CCCC2)cc1	5	30	0	4	1	-2	7	-6	0.5	4
CCn1c(SCC(=O)N2CCC(C)CC2)nnc1-c1ccc(S(=O)(=O)N2CCN(C)CC2)cc1	-1	-12	-2	3	-20	5	13	-8	-0.6	1
O=C1CCC(C(=O)Nc2ccccc2N2CCCC2)=NN1	-32	12	2	-2	.	.	11	-11	-0.7	.
Cc1c(NC(=O)c2c(F)c(F)c(F)c(F)c2F)c(=O)n(-c2ccccc2)n1C	-9	-2	1	-3	-3	1	24	-2	-0.2	1
Cc1csc(N/N=C/c2c(F)cccc2Cl)n1	8	-74	7	-1	-19	-7	-19	-2	-25	6
CCCOP(=O)(c1ccc(N(C)C)cc1)C(O)c1ccc(Br)cc1 (stereo unspecified)	8	3	0	-3	6	5	17	12	-0.2	4
COc1ccc(-n2c(=O)cc(N3CCN(c4ccccc4F)CC3)[nH]c2=O)cc1	.	.	-3	.	-46	2	.	.	.	3
O=C(CN(C(=O)c1csnn1)c1cccc2c1CCCC2)NCc1ccc(F)cc1	8	9	1	3	-14	1	12	12	-0.4	2
O=C(O)c1[nH]c2ccccc2c1CC(=O)N1CCN(c2ccccc2)CC1	22	-13	-3	-1	-7	1	12	6	-0.1	-1
COc1ccc(NC(=O)CN(C)C(=O)c2cn(-c3ccccc3)nc2-c2cccnc2)cc1	-13	8	-1	0	.	.	12	-7	-0.6	.
CCOc1ccc(-c2cccc(NC(=O)COc3ccccc3)c2)nn1	6	13	2	1	-43	2	-10	-1	0.5	0

3 entries already listed, ordered by the number in GSK3beta inhib, rising:
| smiles | GSK3beta inhib |
| --- | --- |
| O=C(O)c1[nH]c2ccccc2c1CC(=O)N1CCN(c2ccccc2)CC1 | -1 |
| CCOc1ccc(-c2cccc(NC(=O)COc3ccccc3)c2)nn1 | 1 |
| O=C(CN(C(=O)c1csnn1)c1cccc2c1CCCC2)NCc1ccc(F)cc1 | 3 |

More compounds:
SMILES	HSF1 activator	aSyn UTR inh	GSK3A inh	GSK3beta inhib	KLF5 inhibitor	IEC-6 tox	AI-2 QS mod	HSF1 inh	HIF act	HSP90 refold inh
COc1cc(C(=O)Nc2ccc3nc4n(c(=O)c3c2)CCCCC4)cc(OC)c1OC	1	2	0	-2	-26	12	40	-3	-0.8	-2
O=C(Cn1cnc2ccccc2c1=O)c1ccc(OC(F)F)cc1	?	-73	4	-2	-71	-3	-46	42	2.1	1
CCCc1nnc(NC(=O)CSc2ncn[nH]2)s1	-4	-12	.	0	-17	0	23	-5	-0.3	0
CN1c2cccc3cccc(c23)N(C)C1c1cccs1	-3	-1	0	4	-41	24*	1	4	-0.9	10
COCCn1c(SCC(=O)N2CCc3ccccc32)nc2c(c1=O)SC(C)C2 (stereo unspecified)	1	27	1	2	.	.	2	-6	-0.5	.
NC(=O)NC(=O)C(OC(=O)CCNS(=O)(=O)c1ccccc1)c1ccccc1 (stereo unspecified)	18	23	-1	-2	.	.	5	-2	0.2	.
CCCN(CCC)CCCNC(=O)CN1C(=O)CSc2ccc(S(=O)(=O)N3CCOCC3)cc21	1	1	-1	2	-11	-1	11	-3	-1.0	-2
COc1cccc(NC(=O)CN2C(=O)CSc3ccc(S(=O)(=O)N4CCC(C)CC4)cc32)c1	30	14	-2	2	6	1	10	0	-0.2	-2

An excerpt from above in order of molar mass, smallest number first:
SMILES	HSF1 activator	aSyn UTR inh	GSK3A inh	GSK3beta inhib	KLF5 inhibitor	IEC-6 tox	AI-2 QS mod	HSF1 inh	HIF act	HSP90 refold inh
CN1c2cccc3cccc(c23)N(C)C1c1cccs1	-3	-1	0	4	-41	24*	1	4	-0.9	10
O=C(Cn1cnc2ccccc2c1=O)c1ccc(OC(F)F)cc1	?	-73	4	-2	-71	-3	-46	42	2.1	1
NC(=O)NC(=O)C(OC(=O)CCNS(=O)(=O)c1ccccc1)c1ccccc1 (stereo unspecified)	18	23	-1	-2	.	.	5	-2	0.2	.
COc1cc(C(=O)Nc2ccc3nc4n(c(=O)c3c2)CCCCC4)cc(OC)c1OC	1	2	0	-2	-26	12	40	-3	-0.8	-2
CCCN(CCC)CCCNC(=O)CN1C(=O)CSc2ccc(S(=O)(=O)N3CCOCC3)cc21	1	1	-1	2	-11	-1	11	-3	-1.0	-2

High-throughput results from PubChem BioAssay.
